# LMNA splice mod: qHTS Assay for Modulators of Lamin A Splicing; HeLa LMNA splicing GFP/RFP minigene ratio, 48 h; Potency, µM (top dose mostly 46.1 µM), for the others: at the top dose ratio change, negative = inhibition, hits mostly inhibitors; actives 0.01% (n = 200,000); AID 1487, 2009; active = well fitted inhibition curve with a large enough effect in the signal ratio, with a control signal flat, not every such curve was filed as active; inconclusive = small, poorly fitted or top-dose-only effect, or effect the other way, or a change in a side signal; the % refers to the signal ratio; note: potency is the fitted concentration of half-maximal effect; % is set by controls: 0 for no effect and ±100 for the full control effect
#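 S3 HeLa stable clones carrying a lamin A-EGFP splicing minigene plus DsRed2 were seeded at 600 cells/well in Opti-MEM with 2% FBS, pin-dosed and incubated 48 h at 37°C. Acumen cytometry (488 nm) gave the GFP/RFP total-intensity ratio.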
# CBFb-RUNX1 inh: qHTS Assay for Compounds Blocking the Interaction Between CBF-beta and RUNX1 for the Treatment of Acute Myeloid Leukemia; Potency, µM (highest dose often 59.8 µM), for inactives: top-dose activity, negative = inhibition, hits mostly inhibitors; Runt-related transcription factor 1 (Homo sapiens) + Core-binding factor subunit beta …; 230,000 tested, under 10 active; AlphaScreen CBFb-His/RUNX1-biotin binding, biochemical; AID 1477, 2009; note: % of control where 0% means no effect
# Target sequence (Q01196 whole entry, looked up): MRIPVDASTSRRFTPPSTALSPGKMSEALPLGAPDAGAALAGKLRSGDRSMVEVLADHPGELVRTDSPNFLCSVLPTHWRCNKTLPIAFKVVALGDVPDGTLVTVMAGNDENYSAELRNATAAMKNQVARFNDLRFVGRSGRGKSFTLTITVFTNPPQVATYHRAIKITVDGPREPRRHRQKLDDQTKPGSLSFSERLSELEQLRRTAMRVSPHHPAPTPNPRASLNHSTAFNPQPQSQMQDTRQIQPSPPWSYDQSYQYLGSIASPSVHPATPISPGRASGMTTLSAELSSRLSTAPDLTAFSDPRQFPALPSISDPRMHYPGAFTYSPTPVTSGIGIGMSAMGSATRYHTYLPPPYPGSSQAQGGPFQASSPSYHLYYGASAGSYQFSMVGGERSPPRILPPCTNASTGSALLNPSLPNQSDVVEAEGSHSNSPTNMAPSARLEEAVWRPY
# Target sequence (Q13951 whole entry, looked up): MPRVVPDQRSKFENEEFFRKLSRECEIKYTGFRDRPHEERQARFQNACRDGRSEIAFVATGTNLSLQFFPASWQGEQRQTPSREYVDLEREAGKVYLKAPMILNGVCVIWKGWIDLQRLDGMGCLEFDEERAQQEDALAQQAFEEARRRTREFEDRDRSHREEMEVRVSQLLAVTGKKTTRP
#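 His-tagged CBF-beta and biotinylated RUNX1 (30 nM each) were premixed 20 min at room temperature, exposed to compound for 15 min, then given nickel-chelate and streptavidin AlphaScreen beads (50 ng each). After 90 min, AlphaScreen signal was read.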
# NPSR antag: qHTS Assay for Antagonists of the Neuropeptide S Receptor: cAMP Signal Transduction. Potency, µM (highest dose often 38.3 µM), without a hit: at the highest dose activity change, negative = inhibition, usual class: inhibitors. AID 1461, 2008. CHO-NPSR cells, cAMP TR-FRET, antagonist mode. Q6W5P4. actives 1% (n = 220,000); note: potency is the fitted concentration of half-maximal effect; % is set by controls: 0 for no effect and ±100 for the full control effect; nearly all actives have a fitted effect of over 50% in size; many of its hits are not listed in these tables
# Target sequence (Q6W5P4 whole entry, looked up): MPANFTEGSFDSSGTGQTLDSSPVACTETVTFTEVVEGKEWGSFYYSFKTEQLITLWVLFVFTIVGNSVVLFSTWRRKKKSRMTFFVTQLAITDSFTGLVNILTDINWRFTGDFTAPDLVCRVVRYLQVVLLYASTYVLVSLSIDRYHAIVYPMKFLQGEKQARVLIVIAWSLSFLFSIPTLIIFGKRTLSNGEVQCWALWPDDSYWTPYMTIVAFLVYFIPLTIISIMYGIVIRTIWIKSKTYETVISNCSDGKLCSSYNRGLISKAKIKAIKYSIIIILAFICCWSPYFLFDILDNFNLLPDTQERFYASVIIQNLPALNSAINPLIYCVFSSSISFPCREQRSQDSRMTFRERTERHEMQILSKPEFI
# IMPase Li inh: qHTS Assay for Identifying the Cell-Membrane Permeable IMPase Inhibitors: Potentiation with Lithium; AID 1457, 2008; Potency, µM (highest dose often 59.4 µM), inactives show at the highest dose activity, negative = IMPase inhibition, actives largely listed as inhibitors; actives 0.35% (n = 210,000); CHO-M1 cells, IP1 TR-FRET (IP-One), carbachol + lithium;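 note: IP1 builds up when IMPase is blocked and the TR-FRET signal falls; potency is the fitted concentration of half-maximal effect; plate controls were basal vehicle for no effect and high inhibitor control for full effect; nearly all actives have a fitted effect of over 50% in size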
#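 IP1 accumulation measured by competitive TR-FRET in lysed CHO-M1 cells after 30 min compound exposure at 37C, with a small lithium addition to potentiate weak responses. Hill-equation AC50 from ratio and donor-channel data.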
# Luc counter: Counterscreen for Luciferase (Kinase-Glo TM) Inhibition | Luciferin 4-monooxygenase (Photuris pensylvanica), Q27757 | Kinase-Glo luciferase, ATP luminescence, 8 min | Potency, µM (doses to about 38.3 µM), inactives show at the highest dose activity change, negative = inhibition, hits mostly inhibitors | actives 0.28% (n = 200,000); note: potency is the fitted concentration of half-maximal effect; % is set by controls: 0 for no effect and ±100 for the full control effect; nearly all actives have a fitted effect of over 60% in size
#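 Compound is pinned into ATP-containing buffer (10 uM ATP, imidazole pH 7.2, 7 mM MgCl2). Kinase-Glo luciferase reagent is then added. Light output is recorded following an 8-min room-temperature incubation.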
# Epigenetic reg: Quantitative High-Throughput Screen for Regulators of Epigenetic Control. murine LDR cells, GFP reporter derepression, 30 h. Potency, µM (doses to about 53.9 µM), for the others: at the top dose GFP activation, actives largely listed as activators. actives 0.2% (n = 280,000); note: potency is the fitted concentration of half-maximal effect; % of control where 0% means no effect; nearly all actives have a fitted effect of over 60% in size
#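 Murine LDR cells carrying a silenced, genomically integrated CMV-driven GFP reporter were exposed to compound for 30 hours at 37 C. After PBS washes, GFP-positive cells (20–120 um objects) were counted by laser-scanning microplate cytometry.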
# HttQ103 aggreg: qHTS Multiplex Assay to Identify Dual Action Probes in a Cell Model of Huntington: Aggregate Formation (GFP). AID 1688, 2009. actives 1.1% (n = 220,000). PC12 HttQ103-GFP aggregates, Acumen cytometry, 40 h. Potency, µM (series often up to 46.1 µM), without a hit: top-dose activity change, negative = inhibition, hits mostly inhibitors; note: potency is the fitted concentration of half-maximal effect; % is set by controls: 0 for no effect and ±100 for the full control effect; nearly all actives have a fitted effect of over 60% in size
#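 Huntingtin Q103 exon 1–GFP aggregates in induced PC12 cells (100 nM tebufenozide) were quantified by cytometry from lysates, with compounds dosed in titration.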
# Numbers without * were called inactive; ? = inconclusive; · = no result given; [ ] = remark or other dose. Unless noted, calls come from the whole dose curve; as a rule, active = well fitted curve in the direction sought with a large enough effect; inconclusive = small, poorly fitted or top-dose-only effect, or another doubt; inactive = no such curve, though single readings can be large; an effect the other way counts as inactive or inconclusive. Not all compounds are listed, so the mix of outcomes need not match the whole.
Compound	HttQ103 aggreg	Luc counter	IMPase Li inh	CBFb-RUNX1 inh	Epigenetic reg	LMNA splice mod	NPSR antag
COc1ccc(S(=O)(=O)NCc2c(-c3ccccc3)noc2C)c(OC)c1	2%[9.22 µM]	·	·	8%	1.1%	·	-6%
COc1ccc(CC(NC(C)=O)C(=O)NC2CCN(C(=O)NCc3ccccc3)CC2)cc1 (configuration not stated)	-13%	1%	-1%[38.3 µM]	0%	3.2%	-5%	-4%[46.1 µM]
O=C(/C=C/c1c(F)cccc1Cl)NCc1ccco1	11%	-2%	-1%	-11%	-1.8%	3%	3%
O=C1Nc2ccccc2N(O)N1c1cc(-c2ccccc2)[nH]n1	10%	2%	2%	-15%	-3.5%	·	12%
COc1cc(OC)c2c(-c3cccc(-c4ccc(C(C)=O)cc4)c3)cc(=O)oc2c1	·	-4%[39.9 µM]	17%	4%	5.2%	·	·
COc1ccc2c(c1)C(C)=CC(C)(C)N2C(=O)CSc1nnc(-c2ccc(C)cc2)o1	-27%	-2%	43%[activator][38.3 µM]	2%	0.0%	?	?
O=C1c2ccccc2C(=O)N1CN(C(=O)c1ccccc1)c1ccc(O)cc1	9%	-1%	-2%	2%	-7.4%	10%[46 µM]	-9%
CCCC(=O)Nc1ccc(NC(=O)C2CC2)cn1	-5%	0%	-5%	14%	7.0%	-13%	-6%[46.1 µM]
COc1cccc(C(C(=O)NC(C)(C)C)N(C(=O)CCC(=O)Nc2cc(C)on2)C(C)C)c1OC (configuration not stated)	-26%	-2%	18%[38.3 µM]	2%	-1.0%	2%	8%[46.1 µM]
CC(C)N1CCC(N2CCN(Cc3ccc(C#CC(C)(C)O)s3)CC2CCO)CC1 (configuration not stated)	1%	4%	10%	8%	-10%	·	-25%
Cc1nn(CC(=O)NC(C)c2ccccc2)c(C)c1[N+](=O)[O-] (configuration not stated)	18%[9.22 µM]	1%	11%	5%	0.1%	18%[46 µM]	-14%
CCOC(=O)C(C)Oc1cccc2c(=O)n(CC(=O)NCc3ccc4c(c3)OCO4)ccc12 (configuration not stated)	7%	2%	-8%[38.3 µM]	-2%	2.3%	-26%	?
CCC(=O)N1CCc2cc(Br)cc(S(=O)(=O)NCCN3CCCCC3C)c21 (configuration not stated)	13%	2%	22%[38.3 µM]	-1%	0.0%	-8%	0%[46.1 µM]
Cc1n[nH]c(C)c1NC(=O)c1cc([N+](=O)[O-])ccc1Cl	?	2%	-6%	-1%	1.2%	·	10%
O=C1C=C(NCc2ccccc2)C2(CCCCC2)O1	0%	-2%	4%[38.3 µM]	5%	2.2%	-1%	-2%[46.1 µM]
CCCCn1cnc2sc(-c3ccccc3)cc2c1=O	-13%	-1%	-1%[38.3 µM]	16%	-0.5%	2%	?
CC(C)c1ccc(/C=N/NC(=O)c2ccccn2)cc1	9%[9.22 µM]	·	·	-3%	-3.0%	·	-15%
Cc1cccc(CS(=O)(=O)c2nnc([C@H](Cc3ccccc3)NC(=O)OC(C)(C)C)o2)c1	?	3%	21%[38.3 µM]	-1%	?	?	?
O=C(NCc1ccco1)c1ccc2c(=O)n(-c3ccccc3)c(=S)[nH]c2c1	9%	-2%	13µM*	1%	-1.1%	-1%	1%[46.1 µM]
CSc1nc2ccc(NC(=O)C3CC(=O)N(Cc4ccco4)C3)cc2s1 (configuration not stated)	12%	0%	-3%[38.3 µM]	-6%	3.2%	-9%	-22%[46.1 µM]
O=c1/c(=C/c2ccccn2)sc2n1CN(c1ccccc1)CN=2	2%	·	·	2%	-1.7%	7%	3%[46.1 µM]
Cc1cccc(Nc2nc(NCc3ccco3)nc(N3CCOCC3)n2)c1	-30%	6%	25%[38.3 µM]	-3%	-1.0%	?	-15%[46.1 µM]
COc1ccc(NC(=O)C(NC(C)=O)C(=O)NCc2ccccc2)cc1 (configuration not stated)	0%	-1%	3%[38.3 µM]	-2%	-1.1%	11%	2%[46.1 µM]
Cn1c(=O)c(C(=O)COc2ccc(C#N)cc2)c(N)n(Cc2ccccc2)c1=O	-5%	-1%	7%	-9%	8.7%	17%[46 µM]	-27%
Cc1ccc(N(CC(=O)N2CCN(c3ccc(F)cc3)CC2)S(=O)(=O)c2c(C)nn(C)c2C)cc1	6%	1%	3%[38.3 µM]	-2%	6.7%	3%	-17%[46.1 µM]
CCCCC1=CC2=C(c3ccco3)C(=O)C(C)(OC(=O)c3ccc(OC)cc3)C(=O)C2=CN1CCc1ccccn1 (configuration not stated)	-11%[9.22 µM]	-2%[7.66 µM]	-16%	6%[13.1 µM]	-2.0%	?	-30%
Cc1ccc(C(=O)CCC2CCCC2=O)cc1 (configuration not stated)	21%	-2%	23%[38.3 µM]	4%	-3.2%	?	-7%[46.1 µM]
COc1ccc(NS(=O)(=O)c2c(C)[nH]c(=O)[nH]c2=O)c(OC)c1	5%	0%	25%[38.3 µM]	10%	-14%	-14%	-5%[46.1 µM]
CCSc1ccccc1C(=O)Nc1ccc(S(=O)(=O)NC(C)=O)cc1	22%[9.22 µM]	2%	0%	5%	-5.7%	·	-8%
Cc1cc(C)nc(/N=C(\NC(=O)C(C)(C)C)Nc2ccc(F)cc2)n1	-14%[9.22 µM]	·	·	-3%	1.6%	·	3%
O=C(CO/N=C/c1ccccc1OC(F)F)NC1CCCC1	3%	2%	1%	1%	4.0%	-15%[46 µM]	1%
CC(c1c(O)c2ccccc2[nH]c1=O)C1(C)CCC(O)C(C)(C)O1 (configuration not stated)	-4%[9.22 µM]	·	-1%	12%	-3.0%	·	-10%
CCCCOc1ccc(-c2csc(N)n2)cc1[N+](=O)[O-]	-10%	-1%	-3%	15%	-1.1%	-25%	-14%
O=C(c1ccc(F)cc1F)C1CCN(c2ccc([N+](=O)[O-])cn2)CC1	-1%[9.22 µM]	·	·	-5%	3.0%	·	44%
Cc1cccc2c(=O)c(C(=O)N3CCCCCC3)c[nH]c12	?	3%	-3%[38.3 µM]	-8%	-0.1%	2%	?
COC(=O)Nc1ccc(S(=O)(=O)Nc2cccc3ccccc23)cc1	?	2%	-8%	-1%	2.0%	?	-13%[46.1 µM]
Cc1ccc(CNC(=O)C2CCC(CNc3nc(=S)[nH]c4ccccc34)CC2)cc1 (configuration not stated)	-28%	-1%	10%	2%	?	?	-33%
COc1ccc(CC(N)C(=O)NC2C(O)[C@H](n3cnc4c(N(C)C)ncnc43)O[C@@H]2CO)cc1 (some centres not stated)	·	·	1%	10%	0.0%	·	·
COC(=O)CSc1nc(C2CC2)cc(C(F)(F)F)c1C#N	8%	0%	6%[38.3 µM]	?	-0.8%	0%	-14%[46.1 µM]
CN1C(C(=O)NCc2ccc(OC(F)(F)F)cc2)CC2Cn3c(nc4cc5ccccc5cc43)C21 (configuration not stated)	-32%[9.22 µM]	·	·	12%	1.4%	·	-1%
Cc1cccc(OCCSc2nc(N)cc(N)n2)c1	-6%[9.22 µM]	·	·	-4%	0.2%	·	-8%
CN(C)c1ccc(-c2ccncc2)cc1	-5%	14%	26%[38.3 µM]	2%	-1.0%	11%	-11%[46.1 µM]
Cc1n[nH]c(=S)n(/N=C/c2ccccn2)c1=O	-2%	·	·	-2%	0.0%	4%	-16%[46.1 µM]
CCN(CC)C(=O)c1c2c(nc3ccccc13)-c1ccccc1CC2	-12%	4%	6%	7%	-0.9%	0%	-14%[46.1 µM]
COC(C[C@H](O)[C@H](C)[C@@H](O)COCc1ccccc1)OC	-10%[9.22 µM]	·	·	6%	-0.7%	·	27%
COc1ccc(C)cc1NC(=S)NC12CN3CN(CN(C3)C1)C2	-8%	1%	-9%	-2%	0.2%	·	22%
CC(=O)C1=C(C)NC(=O)NC1c1cccc([N+](=O)[O-])c1O (configuration not stated)	-17%	-4%	4%	4%	-0.1%	·	4%
Cc1cc(C)cc(N(CC(=O)NCc2ccc3c(c2)OCO3)C(=O)CCC(=O)Nc2ccccn2)c1	-20%	3%	-10%[38.3 µM]	8%	1.0%	?	-7%[46.1 µM]
CC(/C=N/NC(=O)c1cc(-c2ccncc2)nc2ccccc12)=C\c1ccco1	?	-2%	13%[38.3 µM]	-30%	5.2%	?	?
O=CC(O)C(O)C(O)C(O)CO (configuration not stated)	·	5%[39.9 µM]	2%	-4%	-1.6%	·	·
CC(C)(C)C(=O)Nc1ccccc1C(=O)OCC(=O)c1ccc2c(c1)OCCO2	2%	-1%	4%	3%	0.0%	?	-30%
Cc1noc(C)c1CSCC(=O)Nc1nc2ccc(Oc3ccccc3)cc2s1	4%[9.22 µM]	3%	21%[38.3 µM]	-4%	-3.0%	?	-28%[46.1 µM]
CN(C)CCCNC(=O)/C(=C\c1ccc(-c2cccc([N+](=O)[O-])c2)o1)NC(=O)c1ccccc1	·	0%	19%	?	5.4%	·	-45%
CSc1nc(N)c2ncn([C@H]3O[C@H](COP(=O)(O)OP(=O)(O)OP(=O)(O)O)[C@@H](O)[C@@H]3O)c2n1	·	?	-7%	3%[21.7 µM]	0.3%	·	·
CCOCCCNC(=O)C(NC(=O)c1ccccc1O)c1ccc(Cl)cc1 (configuration not stated)	-1%	·	6%	-1%	0.9%	·	-23%

# 3 records drawn at random from those above, as already listed:
Compound	HttQ103 aggreg	Luc counter	IMPase Li inh	CBFb-RUNX1 inh	Epigenetic reg	LMNA splice mod	NPSR antag
CC(=O)C1=C(C)NC(=O)NC1c1cccc([N+](=O)[O-])c1O (configuration not stated)	-17%	-4%	4%	4%	-0.1%	·	4%
Cc1noc(C)c1CSCC(=O)Nc1nc2ccc(Oc3ccccc3)cc2s1	4%[9.22 µM]	3%	21%[38.3 µM]	-4%	-3.0%	?	-28%[46.1 µM]
CCOCCCNC(=O)C(NC(=O)c1ccccc1O)c1ccc(Cl)cc1 (configuration not stated)	-1%	·	6%	-1%	0.9%	·	-23%

# Compound activity deposited in PubChem BioAssay by National Center for Advancing Translational Sciences (NCATS).
